MC4R ag barr = agonists of human melanocortin 4 receptor (MC4R) beta-arrestin | AID 540308 | U2OS MC4R beta-arrestin complementation, luminescence; percent of melanotan II response, DMSO zero | P32245 | hit rate 0.98% among 360,000 | activation, % at 8.9 µM;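 active = activation above a per-plate cutoff, the mean activation of sample wells on that plate plus 3 SD, cut at about 8% in these data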
Glyco luc inh = N-linked glycosylation inhibition; reporter increase, % at 12.5 µM; D54 ERlucT glycosylation luciferase reporter, 24 h; percent of 100 nM tunicamycin response; hit rate 0.23% among 360,000; AID 588692;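 active = mean luciferase reporter signal, scaled so untreated is 0 and the glycosylation-blocking control 100, at or above a set limit in every replicate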;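 also: luciferase carries N-glycosylation sites so blocking glycosylation raises the light; 0% = median of neutral control wells and 100% = median of 100 nM tunicamycin wells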
H9c2 protect = modulators protecting cardiomyocytes from myocardial damage | H9c2 cardiomyocytes, H2O2 injury protection, ATPLite, 2 h | protection from H2O2 cell death, % at 20 µM | hit rate 0.63% among 360,000;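 active = compounds giving at least 50% protection of heart cells from peroxide-induced death in the single-dose screen, raw or plate-pattern-corrected value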;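 also: 0% = DMSO wells with peroxide and 100% = DMSO wells without peroxide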
MC4R antagonist = human MC4R antagonism in cAMP assay. MC4R-expressing cells, MTII-stimulated cAMP, LANCE TR-FRET. inhibition, % at 6.5 µM. hit rate 0.48% among 360,000;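 active = inhibition above its plate's cutoff, the mean of tested wells on that plate plus 3 SD, cut at about 29% in these data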;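 also: 0% = Melanotan II alone and 100% = Melanotan II plus saturating MCL0020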
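System: U2OS cells stably expressing human melanocortin 4 receptor (MC4R). Reagent: Melanotan II challenge after compound preincubation. Doses: 6.5 µM. Times: 30-min compound, 1-h challenge, 1-h detection, room temperature. Measured by: TR-FRET with Eu-cAMP and labeled anti-cAMP, 671 nm. Replicates: singlicate.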
PDI inh = blocks human protein disulfide isomerase activity | P07237 | PDI insulin aggregation turbidity, A650, 90 min | inhibition, % at 10 µM | hit rate 0.052% among 350,000;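 active = mean inhibition across replicates of 30% or more, whatever share of single replicates reach that level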;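 also: absorbance from insulin aggregation driven by PDI reduction with DTT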
ABHD5 PLIN5 PPI = inhibitors of human ABHD5-perilipin-5 interaction. Q00G26+Q8WTS1. Split G. princeps luciferase complementation, luminescence, 4 h. inhibition, % at 4 µM. hit rate 0.78% among 360,000. AID 602281;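 active = inhibition above the mean inhibition across every tested compound plus 3 SD, cut at about 22% in these data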;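 also: 0% = DMSO only wells and the 100% control is not disclosed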
ABCB6 inh MLPCN = human ABCB6 transporter inhibition; hit rate 0.19% among 360,000; K562-ABCB6 porphyrin accumulation, flow cytometry, 1 h; hits give low values; fluorescence ratio to DMSO, % at 10 µM; Q9NP58; AID 602162;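 active = fluorescence ratio to DMSO below 75%, the collection mean minus 3 SD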;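 also: signal is porphyrin accumulated inside mitochondria; 100% equals median channel fluorescence of DMSO control wells; lower ratio means ABCB6 inhibition with less porphyrin fluorescence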
Target sequence (Q9NP58 whole entry, looked up): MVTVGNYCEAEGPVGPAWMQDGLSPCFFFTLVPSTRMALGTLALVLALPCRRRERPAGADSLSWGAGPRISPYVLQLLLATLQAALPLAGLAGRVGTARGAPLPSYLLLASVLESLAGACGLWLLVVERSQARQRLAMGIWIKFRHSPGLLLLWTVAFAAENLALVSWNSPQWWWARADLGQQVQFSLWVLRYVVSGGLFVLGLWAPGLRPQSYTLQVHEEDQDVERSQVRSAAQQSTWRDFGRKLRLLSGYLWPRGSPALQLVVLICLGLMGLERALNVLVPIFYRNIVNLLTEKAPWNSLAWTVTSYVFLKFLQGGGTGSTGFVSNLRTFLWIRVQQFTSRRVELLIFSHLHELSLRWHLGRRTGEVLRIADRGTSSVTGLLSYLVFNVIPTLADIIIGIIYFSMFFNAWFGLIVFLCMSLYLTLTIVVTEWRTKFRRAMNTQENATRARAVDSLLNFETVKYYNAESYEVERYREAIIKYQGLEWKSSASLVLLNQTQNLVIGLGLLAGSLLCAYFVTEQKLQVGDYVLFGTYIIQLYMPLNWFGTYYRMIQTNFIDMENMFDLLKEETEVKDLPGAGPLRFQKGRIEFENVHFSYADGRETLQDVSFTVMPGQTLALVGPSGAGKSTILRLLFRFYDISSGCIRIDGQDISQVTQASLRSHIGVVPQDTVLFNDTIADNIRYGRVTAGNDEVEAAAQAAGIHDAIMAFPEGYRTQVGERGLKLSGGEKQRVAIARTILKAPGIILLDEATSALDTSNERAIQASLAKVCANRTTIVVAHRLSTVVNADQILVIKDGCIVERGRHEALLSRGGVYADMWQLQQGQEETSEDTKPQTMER
HTR2A ag = activates the mouse 5-HT2A serotonin receptor. P35363. CHO-K1 mHTR2A beta-arrestin complementation, luminescence; percent of 30 µM serotonin response. activation, % at 7.6 µM. hit rate 0.66% among 360,000;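 active = activation above a run cutoff, the mean activation of all tested compounds plus 3 SD, cut at about 14% in these data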;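 also: 0% = plate median of compound wells and 100% = 30 µM serotonin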
Exocytosis inh = lytic granule exocytosis inhibition; TALL-104 LAMP-1 surface exposure, flow cytometry; cells stimulated with thapsigargin and PMA; AID 651702; inhibition, % at 10 µM; hit rate 0.66% among 360,000;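 active = inhibition above about 55%, limit read from the data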
CaV13 ICDI inh = Primary screen for inhibitors of IQ motif and Ca2+-dependent inactivation inhibitor domain binding in CACNA1D, Förster resonance energy transfer in living cells, …; inhibition, % at 12.3 µM; HEK cells, CFP/YFP FRET ICDI-IQ, plate reader, 10 min; percent FRET-ratio fall versus neutral wells; hit rate 0.098% among 340,000;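 active = mean replicate inhibition of at least 30% and at least 1% of replicates passing that level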;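 also: 0% = median of the neutral control wells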
Starred values were filed as active, the others as inactive.

smiles | MC4R ag barr | Glyco luc inh | H9c2 protect | MC4R antagonist | PDI inh | ABHD5 PLIN5 PPI | ABCB6 inh MLPCN | HTR2A ag | Exocytosis inh | CaV13 ICDI inh
Cc1ccc(NC(=O)CSc2nnc(CNC(=O)c3c(F)cccc3Cl)o2)cc1 | -2.1 | 0 | -7 | 2 | -9 | -2 | 100 | 3 | 1 | -4
O=C(CN1CCOCC1)Nc1ccc2c(c1)OCO2 | -0.8 | 2 | 15 | 5 | -1 | -3 | 103 | 2 | 1 | -4
COC(=O)c1ccccc1NC(=O)CN1CCC(C)CC1 | 3.5 | -1 | -8 | 12 | 1 | -8 | 99 | 4 | -1 | -6
CCCn1c(N)c(N(CCOC)C(=O)CSCC(=O)Nc2ccc(OC)cc2)c(=O)[nH]c1=O | -2.3 | 1 | 4 | 0 | -6 | 5 | 94 | 7 | 2 | -6
Cc1cc(C)c(C)c(OCC(=O)N2CCN(c3ccccn3)CC2)c1 | 0.4 | 2 | 1 | -7 | -6 | 7 | 95 | -6 | -13 | -3
COc1ccc2c(COC(=O)c3cccc(S(=O)(=O)NCC(C)C)c3)cc(=O)oc2c1 | -2.2 | 2 | 8 | -4 | 12 | 2 | 92 | 2 | 16 | -4
CC(=O)c1cccc(N=Nc2c(C)[nH]c3ccccc23)c1 | 0.9 | 0 | -1 | 23 | 3 | -1 | 99 | -1 | 6 | -6
Clc1ccc2oc(SCc3cccnc3)nc2c1 | -1.2 | -1 | -9 | 7 | 0 | -6 | 90 | 1 | -6 | -4
O=C(O)c1ccc(C(=O)Nc2ccc(F)cc2)cc1 | -1.8 | 1 | -1 | 4 | 2 | 1 | 100 | 1 | 0 | -9
CC1CCC(CN2CCN=C2N(C)C)CC1 (centres undefined) | -1.1 | 1 | 0 | 10 | -1 | 8 | 100 | -1 | 8 | -8
Cc1c(C(=O)OCC(=O)NC(=O)NC2CCCCC2)cccc1[N+](=O)[O-] | 4.2 | 3 | -1 | 2 | -3 | -6 | 98 | 2 | 4 | -17
O=C(c1cccc2ccccc12)N1CCC(N2CCN(c3ccccc3)CC2)CC1 | 1.9 | 1 | 4 | 0 | 3 | 14 | 99 | 12 | -2 | -6
O=C(NCc1ccccc1Cl)C1CCN(S(=O)(=O)c2cccc3nonc23)CC1 | 0.7 | 0 | 1 | 19 | 7 | 10 | 102 | 1 | 0 | -7
O=C(O)Cc1csc(NC(=O)CSc2cccc(C(=O)O)n2)n1 | -0.2 | 0 | -4 | -1 | 2 | 0 | 93 | 11 | -2 | -4
Cn1nc(C(=O)NNC(=O)C(CCC(N)=O)NS(=O)(=O)c2ccc(Cl)cc2)c2ccccc2c1=O (centres undefined) | 0.2 | 1 | 13 | -4 | -8 | 7 | 99 | 0 | 0 | -6
Cn1c(SCc2ccc(Cl)cc2)nnc1C1CC1 | -1.4 | -1 | 1 | 9 | 4 | -8 | 101 | -2 | 1 | -5
COc1ccc(C(=O)CSc2nnc(CN3CCCCC3)n2-c2ccc(Cl)cc2)cc1OC | 2.3 | 0 | 12 | 11 | 3 | 2 | 100 | 2 | -4 | -14
C/C(=N/NC(=S)Nc1ccccc1)c1ccc2c(c1)OCO2 | -2.8 | -2 | -9 | -3 | -15 | -10 | 107 | 1 | 1 | -5
Cc1ccc2nc(SCC(=O)Nc3ccc(C)c([N+](=O)[O-])c3)[nH]c2c1 | 0.9 | -5 | -4 | 5 | -4 | 8 | 102 | 3 | -2 | -6
COC(=O)c1ccccc1S(=O)(=O)N1CCC(C(=O)N2CCC2)CC1 | -4.6 | 0 | -2 | 7 | 4 | 4 | 97 | -6 | 0 | -3

As a short view, part of the list above:
smiles | MC4R ag barr | Glyco luc inh | H9c2 protect | MC4R antagonist | PDI inh | ABHD5 PLIN5 PPI | ABCB6 inh MLPCN | HTR2A ag | Exocytosis inh | CaV13 ICDI inh
Cc1ccc(NC(=O)CSc2nnc(CNC(=O)c3c(F)cccc3Cl)o2)cc1 | -2.1 | 0 | -7 | 2 | -9 | -2 | 100 | 3 | 1 | -4
O=C(CN1CCOCC1)Nc1ccc2c(c1)OCO2 | -0.8 | 2 | 15 | 5 | -1 | -3 | 103 | 2 | 1 | -4
COC(=O)c1ccccc1NC(=O)CN1CCC(C)CC1 | 3.5 | -1 | -8 | 12 | 1 | -8 | 99 | 4 | -1 | -6
CCCn1c(N)c(N(CCOC)C(=O)CSCC(=O)Nc2ccc(OC)cc2)c(=O)[nH]c1=O | -2.3 | 1 | 4 | 0 | -6 | 5 | 94 | 7 | 2 | -6
Cc1cc(C)c(C)c(OCC(=O)N2CCN(c3ccccn3)CC2)c1 | 0.4 | 2 | 1 | -7 | -6 | 7 | 95 | -6 | -13 | -3
COc1ccc2c(COC(=O)c3cccc(S(=O)(=O)NCC(C)C)c3)cc(=O)oc2c1 | -2.2 | 2 | 8 | -4 | 12 | 2 | 92 | 2 | 16 | -4
CC(=O)c1cccc(N=Nc2c(C)[nH]c3ccccc23)c1 | 0.9 | 0 | -1 | 23 | 3 | -1 | 99 | -1 | 6 | -6
Clc1ccc2oc(SCc3cccnc3)nc2c1 | -1.2 | -1 | -9 | 7 | 0 | -6 | 90 | 1 | -6 | -4
O=C(O)c1ccc(C(=O)Nc2ccc(F)cc2)cc1 | -1.8 | 1 | -1 | 4 | 2 | 1 | 100 | 1 | 0 | -9
CC1CCC(CN2CCN=C2N(C)C)CC1 (centres undefined) | -1.1 | 1 | 0 | 10 | -1 | 8 | 100 | -1 | 8 | -8
Cc1c(C(=O)OCC(=O)NC(=O)NC2CCCCC2)cccc1[N+](=O)[O-] | 4.2 | 3 | -1 | 2 | -3 | -6 | 98 | 2 | 4 | -17
O=C(c1cccc2ccccc12)N1CCC(N2CCN(c3ccccc3)CC2)CC1 | 1.9 | 1 | 4 | 0 | 3 | 14 | 99 | 12 | -2 | -6
O=C(NCc1ccccc1Cl)C1CCN(S(=O)(=O)c2cccc3nonc23)CC1 | 0.7 | 0 | 1 | 19 | 7 | 10 | 102 | 1 | 0 | -7

Next part:
smiles | MC4R ag barr | Glyco luc inh | H9c2 protect | MC4R antagonist | PDI inh | ABHD5 PLIN5 PPI | ABCB6 inh MLPCN | HTR2A ag | Exocytosis inh | CaV13 ICDI inh
COc1ccc(S(=O)(=O)N2CCC(C(=O)N3CCCCC3)CC2)cc1Cl | 1.6 | -1 | -2 | 13 | 1 | -3 | 96 | 3 | -1 | -6
CCC(C)[C@H](NS(=O)(=O)c1ccc(F)cc1Br)C(=O)OC (some centres undefined) | -1.1 | 0 | -6 | 3 | -3 | 1 | 100 | 1 | 8 | -5
COc1ccc(/C=N/NC(=O)CSc2nnc(CCCc3ccc(OC)c(C)c3)o2)cc1 | 3.9 | 0 | -8 | -1 | 6 | -5 | 103 | 1 | 2 | -5
COc1ccc(CNc2ccc(-c3ccccc3OC)nn2)cc1 | -0.9 | -4 | 2 | 4 | 5 | 1 | 101 | 1 | -3 | -4
CCOC(=O)/C=C1\NC2(CCCCC2)Cc2cc(OC)c(OC)cc21 | 0.8 | -1 | 4 | 8 | 7 | -7 | 95 | 2 | 2 | -9
Cc1ccc(C(C(=O)NCCc2ccccc2)N(C(=O)c2csnn2)C2CC2)o1 (centres undefined) | 2.2 | -1 | 1 | 0 | -5 | 8 | 106 | 12 | 0 | -5

Screening results: PubChem BioAssay, several laboratories
